Assay outcomes from PubChem BioAssay.
RAD54 branch: inhibitors of human RAD54 branch migration. RAD54 Holliday junction branch migration, FAM/BHQ fluorescence. Q92698. 360,000 tested, 0.14% active. inhibition, % at 10.4 µM. AID 602329;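 active = mean normalized replicate activity at least 40 and at least half of replicates scoring 40 or more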;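 also: 0% = median of neutral control wells and 100% = median of positive control wells; inhibitors cause a drop in the FAM fluorescence signal; in these data hits start at about 50%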
Target sequence (Q92698 whole entry, looked up): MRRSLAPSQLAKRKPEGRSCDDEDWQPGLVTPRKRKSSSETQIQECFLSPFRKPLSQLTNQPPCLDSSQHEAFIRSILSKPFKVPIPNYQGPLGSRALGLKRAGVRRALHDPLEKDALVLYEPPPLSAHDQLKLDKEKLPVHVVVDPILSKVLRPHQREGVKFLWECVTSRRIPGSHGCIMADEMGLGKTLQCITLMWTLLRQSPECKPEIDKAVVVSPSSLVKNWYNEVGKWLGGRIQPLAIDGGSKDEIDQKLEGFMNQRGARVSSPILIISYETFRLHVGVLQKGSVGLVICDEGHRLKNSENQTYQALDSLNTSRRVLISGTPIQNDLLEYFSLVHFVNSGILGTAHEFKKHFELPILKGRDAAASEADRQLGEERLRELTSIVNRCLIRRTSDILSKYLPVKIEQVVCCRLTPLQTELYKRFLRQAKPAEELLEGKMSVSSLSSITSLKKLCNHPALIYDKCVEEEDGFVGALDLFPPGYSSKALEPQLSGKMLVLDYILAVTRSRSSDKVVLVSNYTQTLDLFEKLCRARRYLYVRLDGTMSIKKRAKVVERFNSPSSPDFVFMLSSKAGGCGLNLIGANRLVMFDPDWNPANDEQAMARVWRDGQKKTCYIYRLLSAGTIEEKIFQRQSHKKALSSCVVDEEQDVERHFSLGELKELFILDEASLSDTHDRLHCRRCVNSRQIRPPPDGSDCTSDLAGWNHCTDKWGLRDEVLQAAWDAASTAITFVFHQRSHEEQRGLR
RAD52 anneal inh: inhibitors of human RAD52 DNA annealing; recombinant RAD52 DNA annealing, FRET fluorescence; P43351; 360,000 tested, 0.46% active; inhibition, % at 18.7 µM; AID 651710;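 active = every replicate showing at least 50% inhibition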
GSIS activator: GLuc luminescence reporter in INS-1E cells, primary screen for activators of glucose-dependent secretion of insulin; 370,000 tested, 0.61% active; activation, % at 16.6 µM; INS-1E GLuc reporter insulin secretion, 2-3 h; AID 743287;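 active = lowest replicate activation of at least 40%, so every replicate reaches that level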;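 also: 0% = median of neutral control wells and 100% = median of IBMX positive control wells; some compounds called inactive have numbers as strong as hits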
ARNT TACC3 PPI: disrupts binding between human ARNT and TACC3 | Q9Y6A5 | AlphaScreen His-ARNT PAS-B/GST-TACC3 binding, luminescence; TACC3 fragment carries E629A point mutation | inhibition, % at 9.99 µM | 390,000 tested, 0.66% active;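 active = mean inhibition of replicates at least 50% and at least half of replicates each reaching 50%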;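 also: 0% = complete ARNT plus TACC3 wells and 100% = ARNT alone without TACC3; many hits fall short of the cut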
esBAF inh: SWI/SNF esBAF complex inhibition. reporter increase, % at 12.5 µM. 350,000 tested, 2% active. AID 602393. mouse ES cells, Bmi1-luciferase knock-in reporter, 24 h; 100% = twice the neutral-well signal; in the data active = activation above about 40%;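 also: 0% = median of the plate's neutral control wells and 100% = double that signal; a rise in the Bmi1 reporter signal indicates esBAF inhibition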
XiGFP reactiv: X-chromosome reactivation activator; 360,000 tested, 0.055% active; XiGFP mouse fibroblasts, % GFP-positive cells imaging, 3 d; cells co-treated with 5-aza-dC sensitizer; scaled so ellipticine positive control = 100%; activation, % at 7.58 µM; AID 743238;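 active = mean normalized replicate activation at least 10% and every replicate at or above 10%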;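 also: 0% = median of on-plate neutral control wells and 100% = ellipticine 6 µM median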
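Material: XiGFP fibroblasts, SV40-immortalized; Buffer or medium: DMEM containing 5-aza-dC; Compound dosing: single point; Times: 3 days compound exposure.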
ERAP1 inh: blocks human ERAP1 aminopeptidase activity. Q9NZ08. 340,000 tested, 0.15% active. AID 652197. inhibition, % at 10.7 µM. recombinant ERAP1, Leu-AMC fluorescence, 60 min;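 active = mean replicate inhibition of at least 30%, or all replicates individually reaching that 30% level; inactive = mean below 30% and not every replicate reaching it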;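 also: 0% = neutral control wells and 100% = L-leucinethiol positive control wells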
F508del corr: correctors of CFTR F508del function in bronchial epithelial cells; CFBE cells, YFP halide quenching; stimulated with forskolin plus potentiator P3; % fluorescence drop versus neutral controls; activity (quench increase), % at 7.58 µM; 350,000 tested, 0.36% active; AID 720511;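 active = mean added fluorescence quench of at least 8% versus neutral control, with both replicates also reaching 8%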;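 also: cells transiently co-express mutant CFTR-F508del with the halide-sensitive YFP; corrector assay measuring rescue of mutant channel to the surface after 24 h compound exposure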
The depositor's hits bear a star; / = no result given.

SMILES | RAD54 branch | RAD52 anneal inh | GSIS activator | ARNT TACC3 PPI | esBAF inh | XiGFP reactiv | ERAP1 inh | F508del corr
O=C(Nc1nc2n(n1)C(c1ccc(F)cc1)CC(c1ccccc1)N2)c1ccco1 (stereo not given) | / | 5 | -23 | -5 | / | 0.0 | -7 | 0.0
CC(CCc1ccco1)NC(=O)CCc1nnc2ccc(NCc3ccccc3Cl)nn12 (stereo not given) | 8 | -13 | 0 | -3 | -6 | 0.0 | 1 | 1.3
CCc1ccc(C2CC(=O)N(c3ccc(F)cc3)C3=C2C(=O)OC3)cc1 (stereo not given) | / | -19 | -18 | -2 | / | 0.1 | 7 | /
COc1ccc(-c2ccc([C@@H]3[C@@H](CO)N(C(=O)C4CCCC4)[C@H]3C#N)cc2)cc1 | 0 | -62 | 6 | -10 | 0 | -0.1 | 4 | 4.2
CC(C)NC(=O)N1[C@@H](C#N)[C@H](c2ccc(C#CC3CC3)cc2)[C@@H]1CO | 6 | -24 | -7 | -3 | 0 | 0.1 | 0 | -4.3
O=C(C[C@H]1CC[C@@H]2[C@H](COC[C@H](O)CN2S(=O)(=O)c2ccccc2)O1)NCc1ccc2c(c1)OCO2 | 2 | 6 | 3 | 6 | 3 | 0.2 | 0 | 1.5
COCC#Cc1ccc2c(c1)O[C@H](CN(C)C(=O)C1CC1)[C@@H](C)CN([C@@H](C)CO)S2(=O)=O | 3 | -2 | 2 | 2 | / | 0.0 | 0 | -2.6
CCNC(=O)[C@H]1[C@H](CO)[C@H]2Cn3c(ccc(-c4ccc(OC)cc4)c3=O)[C@@H]1N2S(C)(=O)=O | 1 | -3 | 9 | -15 | -2 | 0.4 | 3 | -2.9
Cc1ccc(NC(=O)c2cnn(C)c2)cc1[N+](=O)[O-] | / | -4 | 0 | 1 | / | -0.1 | 0 | -1.4
O=C(C[C@H]1C=C[C@H](NS(=O)(=O)c2ccccc2)[C@H](CO)O1)N1CCN(c2ccccc2)CC1 | / | 6 | 3 | / | / | -0.8 | 1 | -2.2
Cc1ccc(-c2ccc([C@H]3[C@H](CO)N4C(=O)CN(C(=O)CN5CCOCC5)C[C@@H]34)cc2)cc1 | / | 5 | 13 | / | / | 0.0 | 1 | 0.0
C[C@@H]1CCCCO[C@@H](CN(C)Cc2ccc(Cl)c(Cl)c2)[C@H](C)CN([C@@H](C)CO)C(=O)c2cc(NS(=O)(=O)c3cccs3)ccc2O1 | -15 | 11 | -16 | 10 | 6 | 0.0 | -3 | -0.5
CCNC(=O)[C@@H]1[C@@H](CO)[C@@H]2Cn3c(ccc(C4=CCCCC4)c3=O)[C@@H]2N1C(=O)c1cnccn1 | -10 | 14 | -1 | 6 | -1 | 0.0 | -1 | -0.8
Cc1cc(C)cc(NC(=O)CSc2nc(N)c(NC(=O)c3ccc(Br)o3)c(=O)[nH]2)c1 | -7 | -16 | -6 | -9 | -6 | 0.4 | 4 | -2.0
O=C(CCN=C1NS(=O)(=O)c2ccccc21)OCC(=O)c1ccccc1Cl | / | -10 | -19 | / | / | -0.1 | 6 | -0.4
CCN1CCN(C(=O)/C=C/c2ccccc2[N+](=O)[O-])CC1 | / | -8 | -8 | -4 | / | 0.0 | 2 | -4.1
COc1ccc2[nH]cc(CCNS(=O)(=O)c3ccc(NC(C)=O)cc3)c2c1 | -5 | -9 | 1 | 4 | / | 0.0 | -1 | -1.0
Cc1cnc(CNC(=O)c2csc(COCCO)n2)cn1 | -6 | -12 | -2 | / | -1 | 0.1 | 0 | 3.5
O=C(c1cccc(F)c1)N1CCCCN2[C@H](C1)[C@@H](c1ccc(C#CC3(O)CCCC3)cc1)[C@@H]2CO | -10 | -4 | -7 | -8 | 13 | 0.0 | 2 | -2.5
CCOC(=O)[C@]12CCC=C1N(Cc1ccc3c(c1)OCO3)C(=O)[C@H](CC(=O)NCCCCc1ccccc1)C2 | / | -6 | / | / | / | -0.1 | 1 | 1.8
Cc1ccc(C(CC(=O)O)NC(=O)c2ccc(S(=O)(=O)N3CC(C)OC(C)C3)cc2)cc1 (stereo not given) | 4 | -10 | 58* | 1 | 2 | -0.6 | 5 | -9.0
CCOc1ccc(NC(=O)/C(=C\c2ccc(OC(C)=O)c(OC)c2)NC(C)=O)cc1 | / | -18 | -18 | -2 | / | 0.0 | -3 | -1.6
NS(=O)(=O)c1ccc(CCNS(=O)(=O)c2cccc3cccnc23)cc1 | 1 | -5 | 39 | -1 | -1 | 0.3 | -2 | 3.4
CO[C@H]1CN(C)C(=O)c2ccc(NC(=O)Nc3cc(F)ccc3F)cc2OC[C@@H](C)N(C)C[C@H]1C | -4 | -8 | 11 | -1 | -1 | 1.1 | -1 | -4.9
Nc1nc(NCC(=O)O)nc(NCc2ccccc2)c1[N+](=O)[O-] | 9 | -26 | 15 | 0 | 5 | -0.1 | 0 | -1.4
COCC1CCN(C(=O)c2cc(COc3cc(C)c(Cl)c(C)c3)on2)C1 (stereo not given) | 2 | 1 | -9 | 1 | 64* | 0.0 | 0 | -1.5
O=S(=O)(Nc1ccc(-c2ccc3nncn3n2)cc1)c1cccs1 | / | -13 | 19 | 2 | / | 0.2 | 1 | -1.8
CO[C@H]1CN(C)C(=O)c2cc(NC(=O)C3CC3)ccc2OC[C@H](C)N(CCc2ccccc2)C[C@@H]1C | 8 | / | -19 | -14 | 14 | 0.1 | / | 0.1
O=C(Nc1ccn(CC(=O)N2CCN(c3ccccn3)CC2)c(=O)n1)OCc1ccccc1 | 1 | -21 | 7 | 2 | -3 | -0.2 | / | -1.3
O=C1C[C@@](C(=O)NCCN2CCOCC2)(c2ccc([N+](=O)[O-])cc2)[C@@H](c2ccc(CO)cc2)N1CC12CC3CC(CC(C3)C1)C2 | -17 | -36 | / | 6 | / | / | 0 | 2.1
C[C@@H]1CN([C@@H](C)CO)C(=O)c2cc(NC(=O)Cn3cnnn3)ccc2O[C@@H]1CN(C)S(=O)(=O)c1cn(C)cn1 | -11 | -11 | -2 | -2 | 3 | -1.2 | 1 | -2.2
CO[C@@H]1CN(C)C(=O)c2ccc(NS(C)(=O)=O)cc2OC[C@H](C)N(CC2CCCCC2)C[C@H]1C | -8 | -2 | -2 | -3 | -7 | -0.5 | 1 | -1.7
O=C(CCN1CCCCC1)NCC[C@@H]1CC[C@H](NS(=O)(=O)c2cccc(Cl)c2)[C@@H](CO)O1 | / | / | -2 | / | 4 | 0.2 | / | -3.9
C[C@@H]1CN([C@H](C)CO)C(=O)c2cc(-c3ccc(C#N)cc3)cnc2O[C@H]1CN(C)C(=O)CC1CC1 | 11 | -7 | 12 | -15 | -2 | 0.4 | -2 | -2.0
CC1CCC2(CC1)NC(=O)N(NC(=O)C1CCN(C(=O)c3ccc(Cl)cc3)CC1)C2=O (stereo not given) | -3 | -3 | 2 | -2 | / | 0.2 | 0 | -1.7
CCNC(=O)C[C@@H]1CC[C@H]2[C@@H](COc3ccc(NC(=O)c4ccc(C(F)(F)F)cc4)cc3C(=O)N2C)O1 | 5 | -8 | -10 | 0 | 4 | 0.3 | -1 | 1.1
C/C=C1\NC(=O)[C@H](C)NC(=O)[C@@H](NC(=O)[C@@H](Cc2ccc(O)cc2)NC(=O)[C@@H](NC(=O)/C(C)=C/C)C(C)C)[C@@H](C)OC(=O)[C@H](CCCCc2ccc(O)cc2)NC(=O)[C@@H](CCC(=O)O)NC1=O | 2 | -15 | 24 | -2 | 4 | -0.1 | 1 | 1.1
CC(Sc1nnc(Cc2ccccc2)o1)C(=O)NC1(C#N)CCCCC1 (stereo not given) | -6 | -16 | 7 | / | -5 | -0.1 | -1 | -2.6
COCC(=O)Nc1ccc(N2CCN(c3ccccc3)CC2)c(F)c1 | 3 | -14 | 8 | -7 | 7 | 0.0 | 0 | -3.2
CC(=O)N1c2ccc(S(=O)(=O)NCCC(=O)Nc3ccc(C)cn3)cc2CC1C (stereo not given) | -8 | -7 | -5 | 3 | -5 | 0.1 | 0 | -1.2
CC(NC(=O)Cn1c(=O)oc2cc(S(=O)(=O)N3CCCC3)ccc21)c1ccccc1 (stereo not given) | 4 | -17 | -6 | 0 | 3 | -0.1 | 2 | -1.5
Cc1cc(C(F)(F)F)nn1CC(=O)Nc1ccc2c(c1)OCO2 | -11 | -3 | -7 | 0 | -6 | 0.2 | 0 | -3.7
COCC#Cc1ccc([C@@H]2[C@H]3CN(C(=O)C4CC4)CC(=O)N3[C@H]2CO)cc1 | / | -11 | 2 | / | / | -0.1 | 4 | 0.8
COc1ccc(C(=O)Nc2cnc3sc(C)nn3c2=O)cc1 | 1 | -11 | 17 | 1 | -4 | 0.0 | -4 | 3.2
O=[N+]([O-])c1ccc(Cl)c(S(=O)(=O)NCC2CCCO2)c1 (stereo not given) | -6 | / | 0 | 3 | -1 | 0.0 | / | /
Cc1ccccc1Cn1c(C)cc(C)c(C#N)c1=O | / | -23 | -1 | -7 | / | 0.1 | 1 | -0.4
C[C@H]1CN([C@@H](C)CO)C(=O)CCCn2cc(nn2)CO[C@H]1CN(C)Cc1ccc(C(=O)Nc2ccccc2N)cc1 | 3 | 10 | 0 | -1 | -7 | -0.5 | 2 | -2.5
Cc1ccc(CNC(=O)COC(=O)c2nc(-c3ccccc3)oc2C)cc1 | -3 | -21 | 8 | 18 | 8 | 0.0 | -2 | -2.1
CCOC(=O)[C@]12CCCC=C1N(Cc1ccc3c(c1)OCO3)C(=O)[C@H](CC(=O)NCCC(C)C)C2 | / | 7 | / | / | / | 0.1 | -2 | 3.2
C[C@@H]1CCCCO[C@@H](CN(C)C(=O)c2ccccc2)[C@@H](C)CN([C@@H](C)CO)C(=O)c2cc(NC(=O)C3CCCCC3)ccc2O1 | 0 | -7 | -10 | -17 | 3 | -0.1 | 0 | 0.9
Next part.
SMILES | RAD54 branch | RAD52 anneal inh | GSIS activator | ARNT TACC3 PPI | esBAF inh | XiGFP reactiv | ERAP1 inh | F508del corr
CCOc1ccccc1C(=O)Nc1ccc(S(=O)(=O)Nc2cc(OC)nc(OC)n2)cc1 | 11 | -4 | -9 | 8 | -2 | 0.1 | -1 | 0.0
COc1cc(C(=O)Nc2cccc(C)c2C)ccc1OCC(=O)N1CCOCC1 | -3 | -3 | -5 | 2 | 5 | 0.3 | -2 | 0.8
COc1ccc(NC(=O)N2CCCCN3[C@H](CO)[C@H](c4ccc(C5=CCCC5)cc4)[C@@H]3C2)cc1 | -1 | 4 | / | / | / | / | 8 | 0.6
CC(C)(C)OC(=O)N1CCCN(C(=O)Nc2ccccc2)CC1 | -6 | -11 | 3 | / | / | 0.0 | 2 | -0.6
C#CCOCCOCCOCCNc1nc(N2CCN(C(=O)[C@H]([C@@H](C)O)n3cc(CCCCN)nn3)CC2)nc(N2CCN(C(=O)[C@H](CCCCN)n3cc(CCC(=O)O)nn3)CC2)n1 | 2 | -7 | 0 | -2 | -3 | -0.1 | -6 | 0.4
